Source: PubChem
CHT inh – inhibits the human high affinity choline transporter. CHT-expressing cells, membrane potential dye, choline response; stronger effect = lower value. B-score at 10 µM. hit rate 0.86% among 310,000;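 active = B-score over 3 SD under the library average, and starting fluorescence ratio not unusually high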;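 note: choline stimulus applied at its EC90 after an EC20 pre-addition; B-score computed on integrated fluorescence ratio after choline addition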
Target sequence (Q9GZV3 whole entry, looked up): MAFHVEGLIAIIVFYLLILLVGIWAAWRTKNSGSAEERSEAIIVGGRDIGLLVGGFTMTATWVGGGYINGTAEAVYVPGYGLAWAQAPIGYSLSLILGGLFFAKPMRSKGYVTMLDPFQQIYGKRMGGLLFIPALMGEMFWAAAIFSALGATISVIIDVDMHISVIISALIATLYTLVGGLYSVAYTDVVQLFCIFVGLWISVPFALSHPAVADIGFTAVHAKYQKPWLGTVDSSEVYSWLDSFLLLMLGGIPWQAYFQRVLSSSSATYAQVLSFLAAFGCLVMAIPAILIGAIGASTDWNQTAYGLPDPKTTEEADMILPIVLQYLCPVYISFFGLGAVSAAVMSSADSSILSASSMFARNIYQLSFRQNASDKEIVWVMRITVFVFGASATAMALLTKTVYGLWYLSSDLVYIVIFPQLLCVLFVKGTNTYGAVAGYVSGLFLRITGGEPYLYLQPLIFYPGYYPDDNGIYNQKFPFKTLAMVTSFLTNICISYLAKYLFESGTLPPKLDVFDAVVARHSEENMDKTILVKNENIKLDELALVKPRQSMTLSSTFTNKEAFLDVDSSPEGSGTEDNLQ
Kir21 inh – inhibitors of mouse Kir2.1 inward-rectifier potassium channel; HEK293-Kir2.1, FluxOR thallium flux fluorescence; stronger effect = lower value; hit rate 0.85% among 310,000; AID 1672; B-score at 10 µM;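 active = fluorescence ratio B-score at or below minus 3 SD of library scores, with starting-brightness B-score within 2 SD, cut at about -4.2 in these data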;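 note: channel flux triggered by added potassium and thallium sulfate stimulus; B-score of peak minus minimum fluorescence over baseline after thallium stimulus; more negative B-score means stronger Kir2.1 block with less thallium influx; some compounds called inactive have numbers as strong as hits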
Target sequence (P35561 whole entry, looked up): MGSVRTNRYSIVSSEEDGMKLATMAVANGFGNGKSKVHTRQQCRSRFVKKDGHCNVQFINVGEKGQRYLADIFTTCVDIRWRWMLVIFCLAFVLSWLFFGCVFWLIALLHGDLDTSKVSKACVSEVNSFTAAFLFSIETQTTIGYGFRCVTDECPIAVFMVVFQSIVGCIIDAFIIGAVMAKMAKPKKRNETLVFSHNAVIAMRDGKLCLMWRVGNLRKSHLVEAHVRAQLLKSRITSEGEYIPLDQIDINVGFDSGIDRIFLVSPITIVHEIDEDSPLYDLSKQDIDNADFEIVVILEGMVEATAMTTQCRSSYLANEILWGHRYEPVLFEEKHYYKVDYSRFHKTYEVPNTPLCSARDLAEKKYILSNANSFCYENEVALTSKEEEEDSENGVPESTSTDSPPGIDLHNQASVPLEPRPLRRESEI
KCNQ2 inh – KCNQ2 potassium channel inhibitors, primary screen, cell-based, CHO-K1, FluxOR thallium flux, B-score (AID 2156). B-score at 10 µM. 20 min; stronger effect = lower value. hit rate 1.1% among 310,000;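 active = fluorescence ratio B-score at most minus 3 library SDs, with starting brightness B-score within 2 library SDs, cut at about -5.5 in these data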
An asterisk follows results filed as active; i = inactive; · = no result given.

Results follow in this order: Kir21 inh	KCNQ2 inh	CHT inh
- Cc1cc2ncn(S(=O)(=O)N(C)C)c2cc1C
    1.1	i	i
- CCCN(CCC)c1ccc(/C=N/NC(=O)CN2CCOCC2)cc1
    -2.3	i	i
- Cc1ccc(-c2cn(S(=O)(=O)c3cccc4nsnc34)nc2N)cc1
    -2.3	i	i
- O=C(CCC(=O)Nc1ccccc1)N/N=C/c1ccccc1F
    -0.69	i	i
- CCOc1ccc(S(=O)(=O)NNC(=O)c2cc3ccccc3o2)cc1
    0	i	i
- COc1ccc(CNc2cc(C)nc3ncnn23)c(OC)c1
    -1.3	i	i
- Clc1ccc(-c2nnc(-c3ccccc3)c(-c3ccccc3)n2)cc1
    1.2	-6.2*	i
- Cc1ccc2c(c1)N/C(=C(\C=C(/Cl)[N+](=O)[O-])[N+](=O)[O-])N2
    -0.83	-6.8*	i
- COc1ccc(N2C(=O)C3ON(C4SC(=S)N(C)C4(C)C)C(c4ccc([N+](=O)[O-])cc4)C3C2=O)cc1 (stereo not given)
    1.4	i	i
- COc1cccc(CNC(=O)CCNC(=O)Cn2ccc3ccccc3c2=O)c1
    0.16	i	i
- CC1C(=O)OC(c2ccc(Br)cc2)C(C)(C)C1=O (stereo not given)
    0.29	i	i
- COc1ccc(/C=N/S(=O)(=O)c2cccs2)cc1
    0.3	i	i
- COc1ccc(S(=O)(=O)N2CCN(C(=O)COc3ccccc3)CC2)cc1
    1.4	i	i
- CC(C)(C)NC(=O)CCN(/N=C/c1ccccc1F)C1=NS(=O)(=O)c2ccccc21
    -0.09	i	i
- COC(=O)CNC(=O)C1CCC(CNS(=O)(=O)c2cccc3nsnc23)CC1 (stereo not given)
    -0.13	i	i
- O=C(CSc1n[nH]c(-c2ccncc2)n1)Nc1ccccn1
    1.8	i	i
- Cc1ccc(C)c(N(C(=O)Cn2nnc(-c3cccs3)n2)C(C(=O)NC2CCCC2)c2ccncc2)c1 (stereo not given)
    -1.9	i	i
- Cc1ccc(S(=O)(=O)N2CCCN(S(=O)(=O)c3ccc4ccccc4c3)CC2)cc1
    -2.4	i	i
- CN(C)S(=O)(=O)c1cccc(NC(=S)NCc2ccco2)c1
    -1.3	i	i
- Cc1cc(/C=C(/C#N)c2cccc(F)c2)c(C)n1-c1cccnc1
    -0.19	-8*	i

The list goes on; the last 4 above are carried over.
Results follow in this order: Kir21 inh	KCNQ2 inh	CHT inh
- Cc1ccc(C)c(N(C(=O)Cn2nnc(-c3cccs3)n2)C(C(=O)NC2CCCC2)c2ccncc2)c1 (stereo not given)
    -1.9	i	i
- Cc1ccc(S(=O)(=O)N2CCCN(S(=O)(=O)c3ccc4ccccc4c3)CC2)cc1
    -2.4	i	i
- CN(C)S(=O)(=O)c1cccc(NC(=S)NCc2ccco2)c1
    -1.3	i	i
- Cc1cc(/C=C(/C#N)c2cccc(F)c2)c(C)n1-c1cccnc1
    -0.19	-8*	i
- CC(=O)O[C@@H]1[C@H]2[C@@H](C[C@@H](C)[C@@H]3C=CC(=O)[C@@]13C)OC(=O)[C@@H]2C
    0	i	i
- O=C(Cn1cc(C(F)(F)F)cc(Cl)c1=O)NCCc1ccc(Cl)cc1Cl
    0.56	i	i
- CCn1nc(NC(=O)c2ccncc2)c2cc3cccc(C)c3nc21
    1	i	i
- Cc1cc(NC(=O)CSc2nc3c(c(=O)n2-c2ccccc2)SC(C)C3)no1 (stereo not given)
    -0.37	i	i
- COc1cc2c(cc1NC(=O)COC(=O)/C=C/c1ccccc1)oc1ccccc12
    -0.23	i	i
- O=C(CC1SC(N2CCCCC2)=NC1=O)Nc1cccc(C(=O)Nc2ncccc2O)c1 (stereo not given)
    0.23	i	i
- CCS(=O)(=O)N1CCC(C(=O)Oc2ccc(C)c(C)c2)CC1
    0.5	i	i
- CCOc1ccc(CNC(=O)CCC(=O)n2ncc3ccc(Cl)cc32)cc1
    -1	i	i
- CCOc1ccc(NC(=S)NC23CC4CC(CC(C4)C2)C3)cc1
    0.53	i	i
- Cc1ccc(C(=O)Nc2ccc(O)cc2C(=O)O)cc1C
    -0.46	i	i
- Cc1cc(-c2ccco2)n(CC(=O)O)n1
    -0.56	i	i
- Cn1c(=O)[nH]c(=O)c2c1nc(N1CCCCCC1)n2Cc1cccc2ccccc12
    0.33	i	i
- CCOC(=O)N1CCN(c2nc(N(c3ccccc3)c3ccccc3)nc(-n3ccnc3)n2)CC1
    -0.67	-6*	i
- Cc1ccc(NC(=O)CSc2nc3ncc(Cl)cc3[nH]2)c(C)c1
    1.5	i	i
- O=C(Nc1ccc(Oc2ccsc2C(=O)O)cc1)c1ccccc1F
    2.1	i	i
- Cc1cc(CN(C)C(=O)c2ccc(OC3CCN(S(=O)(=O)N(C)C)CC3)cc2)n[nH]1
    -0.79	i	i
- CC(=O)c1ccc(NC(=O)N2CCN(c3ccc(C)cc3)C(C)C2)cc1 (stereo not given)
    0.58	i	i
- Cc1ccc(-c2nc3ccccc3[nH]2)cn1
    1.2	i	i
- COc1cc(CCC(=O)OCC(=O)Nc2c(F)cccc2F)cc(OC)c1OC
    -1.6	i	i
- CCOc1ccc(CNC(=O)CS(=O)(=O)Cc2nc(-c3ccc(OC)cc3)oc2C)cc1
    1.9	i	i
- Cc1c(Cc2ccccc2)c(=O)oc2cc(O)cc(O)c12
    -5.3*	i	i
- COc1ccccc1CNC(=O)CN(c1ccc(C)cc1)S(=O)(=O)c1c(C)noc1C
    0.18	i	i
- Cc1cc(/C=C(\C#N)C(=O)OCC#N)c(C)n1CC(C)C
    -0.05	i	i
- CCOCCCNC(=O)C(NC(=O)c1ccc2c(c1)OCO2)c1ccc(Cl)cc1 (stereo not given)
    0.04	i	i
- C=CCN(c1ccc(C(=O)NCCN2CCOCC2)cc1)S(C)(=O)=O
    1.1	i	i
- COC(=O)C1CCN(C(=O)COC(=O)c2n[nH]c3ccccc23)CC1
    1.2	i	i
- O=C(Nc1ccccc1-c1ccccc1)c1ccccc1
    0.36	i	i
- CC1=C(C(=O)Nc2cccc(C(=O)NC(C)c3ccccc3)c2)SCCO1 (stereo not given)
    -1.6	i	i
- CN(C)c1nc(N)nc(CSc2nc3c(c(=O)n(C)c(=O)n3C)n2Cc2ccccc2F)n1
    0.73	i	i
- Cc1c(NC(=S)N/N=C/c2ccc(N(C)C)cc2)c(=O)n(-c2ccccc2)n1C
    1.4	i	i
- Cc1c(N=NC2=C(O)CC(C)(C)CC2=O)cc2c(c1[N+](=O)[O-])C(C)(C)CC2(C)C
    0.67	i	i
- O=C(CN1C(=O)c2ccccc2C1=O)N1CCN(c2ccccn2)CC1
    0.04	i	i
- Cc1ccc2nc(NC(=O)C3CC3C)sc2c1 (stereo not given)
    -0.37	i	i
- N#CC(c1ccc(=O)[nH]n1)c1ccc(Cl)cc1Cl (stereo not given)
    -0.59	i	i
- CNS(=O)(=O)c1cc(OCC(N)=O)c(C)cc1Cl
    -1.2	i	i
- CCCCOc1ccc(C)cc1CN(CCO)CCO
    -0.56	i	i
- CC(C)Cn1c(=S)[nH]c2ccccc2c1=O
    -1.1	i	i
- C=CCn1c(SCC(=O)Nc2ccccc2CC)nnc1-c1ccncc1
    -0.46	i	i
- N#C/C(C(N)=O)=c1/ccc2c(c1)N1C3=C(CCCC3)CC3CCCCC31N=2 (stereo not given)
    1.1	i	-15*
- O=C(Nc1nnc(SCc2cccc(F)c2)s1)c1ccco1
    0.26	i	i
- CC(C)(C)c1cc(C(=O)O)n[nH]1
    -0.24	i	i
- Cc1ccc2[nH]c(=O)c(CN(CCCN(C)C)C(=O)Nc3ccc(F)cc3)cc2c1
    -0.38	i	i
- Cc1ccc(-c2cc(-c3ccc(C)cc3O)[nH]n2)cc1
    0.76	i	i
- CCCc1cc(=O)[nH]c(SCc2cc(=O)oc3cc(C)c(C(C)C)cc23)n1
    -0.62	i	i
- O=C(COC(=O)CCC(=O)c1ccc2c(c1)OCCO2)NCc1ccc2c(c1)OCO2
    0.41	i	i
- COc1cc2c(cc1OC)C(C)N(C(=O)C(NC(=O)c1ccccc1)C(C)C)CC2 (stereo not given)
    -0.01	i	i
- Cc1cc(NC(=O)CC2CCCC2)ccc1Br
    -0.1	i	i
- Nc1nnnn1NCc1cccc(OCc2ccccc2)c1
    0.02	i	i
- COCC1CCN(Cc2c(C(=O)N3CCc4ccccc4C3)nc3ccc(Cl)cn23)C1 (stereo not given)
    -1.8	i	i
- C=CCn1c(SCC(=O)NCc2ccco2)nc2ccccc2c1=O
    -2.8	i	i
- CCOC(=O)C(=N/O)/C(C)=N/NC(C)=O
    0.03	i	i
- O=C(/C(=N/O)n1cncn1)c1ccccc1Cl
    1.3	i	i
- COc1ccc(N(C(=O)c2snc(C(N)=O)c2N)C(C(=O)NC2CCCC2)c2ccco2)c(OC)c1 (stereo not given)
    -0.96	i	·
- Cc1ccc2sc(N(CCN(C)C)C(=O)c3ccc4ccccc4c3)nc2c1C
    0.72	i	i
- Cc1ccccc1N(CC(=O)NCc1ccncc1)S(C)(=O)=O
    1.4	i	i
- COCCNCC(=O)Nc1ccc(C)c(S(=O)(=O)N2CCCCC2)c1
    2.6	i	i
- O=C(COC(=O)c1cccc(Cl)c1Cl)NCCN1C(=O)CSC1=O
    1.3	i	i
- Cc1cc(N2CCCC2)nc(-c2ccccc2O)n1
    1.1	i	i
- CCN(CC(=O)Nc1c(F)cccc1F)C(=O)C1CCC1
    -0.56	i	i
- CC(=O)c1ccc(N/C=C\C(=O)c2ccc(C)cc2)cc1
    0.44	i	i

Carrying on.
Results follow in this order: Kir21 inh	KCNQ2 inh	CHT inh
- COc1cccc(CN2CCN(S(=O)(=O)c3ccc(Cl)s3)CC2)c1
    0.02	i	i
- O=C(Cc1ccccc1)N1CCC(c2ccccc2)C1 (stereo not given)
    -0.92	i	i
- O=C(Nc1ccccc1N1CCCC1)c1cccc(S(=O)(=O)N2CCOCC2)c1
    -0.96	i	i
- CCCn1nc(C(=O)Nc2cc(C(=O)OC)ccc2C)c2ccccc2c1=O
    1.3	i	i
- Cc1noc(N)c1C(=O)Nc1ccc(F)cc1
    -1.1	i	i
- Cc1sc(NC(=O)Cc2ccc3c(c2)OCO3)nc1-c1ccc2c(c1)CCN2C(=O)c1ccccc1F
    -0.13	i	i
- O=C(c1ccc(Cl)s1)N1CCN(c2nc3ccccc3s2)CC1
    0.9	i	i
- CCCCCCCn1c2c(c(=N)c3c1CCC3)CCCC2
    -6.5*	i	·
- COc1ccccc1N(CC(=O)NC1CCCCC1)C(=O)CCC(=O)Nc1ccccn1
    0.93	i	i
- CC1(c2nnc(-c3ccccc3)o2)CC(c2c(Cl)cccc2Cl)=NO1 (stereo not given)
    -0.04	i	i
- CN(C)c1ccc(C(CNC(=O)c2ccc(-c3ccccc3)cc2)N2CCOCC2)cc1 (stereo not given)
    -0.72	i	i
- COc1ccccc1C1=CC(=O)CCC1
    -1.5	i	i
- O=C(Cn1cncn1)NCCCc1ccccc1
    1.9	i	i
- COc1cc(/C=N/NC(=O)COc2cccc(F)c2)ccc1OS(=O)(=O)c1ccc(C)cc1
    -1.3	i	i
- COc1cc(C(=S)N2CCCC2)ccc1OCC(N)=O
    0.19	i	i
- CCOC(=O)c1cnc2ccc(F)cc2c1Nc1ccc2c(c1)OCCO2
    -0.33	i	i
- COc1ccc(CNC(=O)c2cc(-c3ccccc3O)n[nH]2)cc1
    -0.97	i	i
- CCOC(=O)C1CCN(Cc2ccc(F)c(Br)c2)CC1
    0.44	i	i
- O=C(c1ccc(-n2cnnn2)cc1)N1CCN(C(c2ccccc2)c2ccccc2)CC1
    0.33	i	i
- O=C(C1=C[C@H](C2CCCCC2)C[C@H](OCCCCO)O1)N1CCOCC1
    -1.6	i	i

CHT inh: entries above that show a hit.
Results follow in this order: Kir21 inh	KCNQ2 inh	CHT inh
- N#C/C(C(N)=O)=c1/ccc2c(c1)N1C3=C(CCCC3)CC3CCCCC31N=2 (stereo not given)
    1.1	i	-15*

The list continues.
Results follow in this order: Kir21 inh	KCNQ2 inh	CHT inh
- CC(=O)Nc1nc(SCC(=O)NCC2CCCO2)[nH]c(=O)c1NC(=O)c1cccs1 (stereo not given)
    -1.1	i	i
- O=C(COc1cccc2cccnc12)NNC(=O)Nc1ccccc1
    0.03	i	i
- CN(C)CCCNCCCNC(=O)c1ccco1
    0.14	i	i
- COc1ccc(-c2nc(SCC(=O)N3CCCC3)n[nH]2)cc1
    1.3	i	i
- Cc1ccc(C(=O)NCC(=O)OCC(=O)Nc2cc(C)c(C)cc2[N+](=O)[O-])cc1
    0.45	i	i
- Cc1cc(=O)oc2cc(OCC(O)CN3CCc4ccccc4C3)ccc12 (stereo not given)
    -0.21	i	i
- CCOC(=O)c1cc(S(=O)(=O)Nc2cccc(OC)c2)cn1C
    -1.2	i	i
- COC(=O)[C@H](Cc1ccccc1)NC(=O)Nc1ccc(OC)cc1
    1.8	i	i
- CCOC(=O)c1sc(/S(C)=N\S(=O)(=O)c2cccc(Cl)c2)c2c1CCC=C2 (stereo not given)
    -1.2	i	i
- Cc1ccc(S(=O)(=O)N(CC(=O)NCCSc2ccccn2)c2ccc(C)c(C)c2)cc1
    -0.94	i	i
